High-throughput results as filed in PubChem BioAssay.
KDM5B inh: blocks human KDM5B histone demethylase activity; KDM5B demethylase, FDH-coupled NADH fluorescence (FDH is formaldehyde dehydrogenase); Q9UGL1; actives 2.6% (n = 220,000); Potency, µM (titrated, usually from 57.7 µM), inactives show at the highest dose activity change, negative = inhibition, hits mostly inhibitors; active = well fitted inhibition curve with a large enough effect; inconclusive = small, poorly fitted or top-dose-only effect; inactive = no such curve, though single readings can be large or run the other way; also: 0% is about no effect; nearly all actives have a fitted effect of over 70% in size
Target sequence (Q9UGL1 whole entry, looked up): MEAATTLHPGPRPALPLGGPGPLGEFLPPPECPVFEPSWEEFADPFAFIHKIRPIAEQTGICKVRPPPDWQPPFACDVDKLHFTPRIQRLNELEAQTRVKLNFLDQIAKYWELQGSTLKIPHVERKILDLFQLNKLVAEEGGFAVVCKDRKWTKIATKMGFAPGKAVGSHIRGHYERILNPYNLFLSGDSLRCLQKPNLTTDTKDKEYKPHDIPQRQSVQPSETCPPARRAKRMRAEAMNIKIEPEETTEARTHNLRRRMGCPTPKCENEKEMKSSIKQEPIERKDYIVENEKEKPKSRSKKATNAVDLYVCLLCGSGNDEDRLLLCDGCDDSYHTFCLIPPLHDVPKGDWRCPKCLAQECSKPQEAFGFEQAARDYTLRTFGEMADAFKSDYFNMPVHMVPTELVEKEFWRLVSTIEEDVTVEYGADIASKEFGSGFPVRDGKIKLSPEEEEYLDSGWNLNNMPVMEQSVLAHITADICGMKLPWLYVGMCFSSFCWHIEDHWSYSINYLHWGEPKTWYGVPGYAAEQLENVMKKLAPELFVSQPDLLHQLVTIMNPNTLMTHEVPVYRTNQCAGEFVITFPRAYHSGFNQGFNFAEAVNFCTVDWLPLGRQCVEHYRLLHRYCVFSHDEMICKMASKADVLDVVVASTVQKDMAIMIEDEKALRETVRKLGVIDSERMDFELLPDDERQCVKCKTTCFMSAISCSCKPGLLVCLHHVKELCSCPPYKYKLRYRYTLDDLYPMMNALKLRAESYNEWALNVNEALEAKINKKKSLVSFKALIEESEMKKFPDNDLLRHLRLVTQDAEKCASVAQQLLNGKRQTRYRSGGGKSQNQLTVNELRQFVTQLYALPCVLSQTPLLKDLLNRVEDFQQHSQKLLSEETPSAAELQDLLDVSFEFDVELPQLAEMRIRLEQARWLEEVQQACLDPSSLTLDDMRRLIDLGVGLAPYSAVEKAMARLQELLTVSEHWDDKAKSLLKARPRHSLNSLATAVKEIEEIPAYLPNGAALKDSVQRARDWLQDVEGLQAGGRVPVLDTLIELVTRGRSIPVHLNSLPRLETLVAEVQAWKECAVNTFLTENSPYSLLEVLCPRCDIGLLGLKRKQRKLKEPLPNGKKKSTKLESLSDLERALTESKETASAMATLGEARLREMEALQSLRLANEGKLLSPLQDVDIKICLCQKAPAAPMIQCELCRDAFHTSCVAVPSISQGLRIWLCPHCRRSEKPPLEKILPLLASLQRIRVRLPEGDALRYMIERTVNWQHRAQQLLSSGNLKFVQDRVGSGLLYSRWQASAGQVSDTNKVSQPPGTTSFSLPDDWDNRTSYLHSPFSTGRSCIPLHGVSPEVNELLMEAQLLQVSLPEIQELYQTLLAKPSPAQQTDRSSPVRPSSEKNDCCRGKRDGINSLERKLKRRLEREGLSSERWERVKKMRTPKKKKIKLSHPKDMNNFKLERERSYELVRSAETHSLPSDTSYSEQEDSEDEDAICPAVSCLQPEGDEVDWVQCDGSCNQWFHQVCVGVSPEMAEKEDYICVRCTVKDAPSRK
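KDM5BΔAP (200 nM final) in 50 mM HEPES pH 7.5, 0.01% Tween-20 was preincubated 10 min at RT with compound over a concentration range. Substrate mix (H3K4me3 12.5 µM, α-KG 25 µM, Fe²⁺, ascorbate, NAD⁺, FDH) was added, and NADH fluorescence change over 30 min gave dose-response curves.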
Numbers without * were called inactive; i = inactive; ? = inconclusive; [ ] = dose if it differs, or a comment. Potency is read from the fitted curve at half-maximal effect.

Compound | KDM5B inh
CN1C(=O)C(CC(=O)NCc2cccnc2)Sc2ncccc21 (stereo not drawn) | -13%
O=C(COC(=O)c1c[nH]c2ccccc12)Nc1ccc(CN2CCOCC2)cc1 | -14%
CCCCn1c(=O)c2c(nc(-n3nc(C)c(C)c3C)n2Cc2ccc(F)cc2)n(C)c1=O | 1%
N=C(N)SCc1ccc(Br)cc1 | 17%
O=C(NCC1Cn2cccc2CN1Cc1ccccc1)c1ccco1 (stereo not drawn) | 28µM*
O=C(CCc1c[nH]c2ccccc12)Nc1ccc(F)c(F)c1 | -12%
O=C(c1ccc(Cl)cc1)N1CCC2(Cc3ccccc3CNC2=O)C1 (stereo not drawn) | 23%[115 µM]
CCc1nc(SCc2cc(=O)c3cc(C)ccc3[nH]2)n[nH]1 | -12%
O=[N+]([O-])c1ccc(NNS(=O)(=O)c2ccccc2)c([N+](=O)[O-])c1 | -18%
CCCNc1c(NS(=O)(=O)c2ccc(OC)cc2)c(=O)oc2ccccc12 | 7%
Cc1ccccc1C(=O)NCC(c1ccccc1)c1c[nH]c2ccccc12 (stereo not drawn) | 9%
Cc1oc(-c2nc(C#N)c(N3CCCCC3)o2)cc1S(=O)(=O)N(C)C | i
O=C(Nc1ccc2cc[nH]c2c1)c1csc(NC2CC2)n1 | -7%
COc1cccc(C2=NS(=O)(=O)N(C)C(C(=O)NC3CCCC3)=C2)c1 | 0%
CC1CCN(S(=O)(=O)c2ccc3c(c2)N(CC(=O)NCC(C)c2ccccc2)C(=O)CO3)CC1 (stereo not drawn) | -6%
Cc1ccc(-n2nnc(-c3nsc(NC(=O)c4cccc(Cl)c4)n3)c2C)cc1C | 10%
Cc1ccc(/C=C/C(=O)c2cc3ccccc3o2)s1 | ?
CC#CCn1cc2c3c(cccc31)[C@H](CC(C)C)N[C@H](C(=O)NCCNC(C)=O)C2 | 32µM*
COC(=O)c1ccccc1NC(=O)Cc1nc(-c2ccc(OC)cc2)no1 | ?
CCN1CCCN(C(=O)CCC2CCCC2)CC12CCOCC2 | -22%
FC(F)(F)c1ccnc(Sc2ccc(Cl)cc2)n1 | 13%
CC(=O)c1ccc(NC(=O)CSc2nc3c(=O)n(C)c(=O)n(C)c3n2C)cc1 | -12%
CCCC(C)(C)NC(=O)Cc1cc(OC)c(OC)c(OC)c1 | 9%
NC(=O)CSc1nc2c(sc(=S)n2-c2ccccc2)c(=O)[nH]1 | ?
Cc1cccc2c1nc1n2[C@@H](CNCc2ccccc2)COC1 | 9%[86.2 µM]
CCC(=O)Nc1cc(-c2nc3ccccc3o2)ccc1Cl | 19%
CCCCCCCc1ccc(-c2ccc(O)cc2)nc1 | -29%
O=C(Cc1ccccc1F)N1CCC(c2noc(-c3ccncc3)n2)C1 (stereo not drawn) | -6%
CC1CCCN(c2nc3ccccc3nc2NS(=O)(=O)c2ccc(Cl)cc2)C1 (stereo not drawn) | 8%
O=C(NCCc1ccccc1)c1cc(Cl)ccn1 | 17%
CCN(CC)CCNC(=O)c1cn(CCOC)c(=O)c2c1c1ccccc1n2C | ?
COc1cc(S(=O)(=O)N2CCN(CCO)CC2)ccc1Br | 3%
Cc1cc(C)nc(SCC(=O)Nc2ccc3c(c2)OCO3)n1 | -10%
COc1ccccc1Nc1cc(C(=O)NCc2cccnc2)c2ccccc2n1 | 12%
O=C(O)c1cc(I)cc(I)c1 | -12%
O=C(c1cscn1)N1CCC(F)(c2nc(-c3ccncc3)no2)CC1 | -16%
COc1cccc(C2Cn3nnc(-c4nc(-c5ccc(SC)cc5)no4)c3CO2)c1 (stereo not drawn) | ?
CCOC(=O)c1[nH]c(C)c(CCC(=O)Nc2cc(C)c(Cl)cc2OC)c1C | 10%
Cc1ccc(-c2ncc(C(=O)Nc3ccccc3Br)c(-c3ccncc3)n2)cc1 | -10%
O=C(Nc1ccc(Cl)cc1)c1cccc(OC(=S)N2CCOCC2)c1 | -11%
O=c1[nH]c(N2CCOCC2)nc2c1CCN(Cc1ccc(F)c(Br)c1)CC2 | -10%
O=C(c1ccccc1)N1CC2(CCNC2)OCc2ccccc21 (stereo not drawn) | 38%[activator][149 µM]
CCOC(=O)c1ccc(NS(=O)(=O)c2ccc3[nH]c4c(c3c2)CCCCC4)cc1 | -29%
Cc1ccc(CCC(=O)Nc2ccc(C)c(C)c2)s1 | -21%
O=C(NCCCc1ccccc1)c1ccc(N2CC3CC(C2)[C@H]2CCCC(=O)N2C3)nc1 (stereo partly drawn) | -29%
COC(=O)C1CCN(Cc2cc(=O)oc3ccc(O)cc23)CC1 | 0%
Cc1cnn(CCC(=O)N[C@@H]2COCC[C@H]2OCc2ccccn2)c1 | 4%
Cc1cccc(CN2CCCC3(CCN(C(=O)Cc4cccnc4)C3)C2=O)c1 (stereo not drawn) | -7%
C[C@@H](NC(=O)c1cccn1C)c1onc(-c2cccnc2)c1C(=O)O | -22%[86.2 µM]
COc1cccc(/C=C2/C(=O)NN(c3ccc(F)cc3)C2=O)c1 | ?
CCN(CCc1ccncc1)S(=O)(=O)c1cc(N2CCCCS2(=O)=O)ccc1OC | -7%
O=C(Nc1ccccc1I)C1CCCC1 | 27%
O=C1NCCCCCN(C(=O)c2cccs2)[C@H]2CCC[C@@H]12 | -15%
CC(OC(=O)c1ccc2noc(-c3ccccc3)c2c1)C(=O)N(C)C (stereo not drawn) | 10%
CN1c2cc(C(=O)NCc3ccc(F)c(Cl)c3)ccc2C(=O)N2CCCCC21 (stereo not drawn) | ?
CCCC(=O)N1Cc2ccccc2CC2(CCCN(Cc3ccncc3)C2)C1 (stereo not drawn) | ?
CN1C(=O)C(C)(C)c2cc(S(=O)(=O)N3CCCC3C(=O)Nc3ccc(F)cc3)ccc21 (stereo not drawn) | 1%
COc1ccc(CCNC(=O)c2ccc(Cn3c(=O)c4ccccc4n(Cc4ccc(F)cc4Cl)c3=O)cc2)cc1OC | 27%
CCOc1ccc(CCNC(=O)c2sc3nc4n(c(=O)c3c2C)CCCC4)cc1 | -1%
Cc1nn(-c2nc3c(c(=O)n(CCN4CCCCC4)c(=O)n3C)n2C(C)C)c(C)c1C | 12%

Looked up above:
`Cc1cnn(CCC(=O)N[C@@H]2COCC[C@H]2OCc2ccccn2)c1` @ KDM5B inh = 4%
`O=C(Nc1ccccc1I)C1CCCC1` @ KDM5B inh = 27%
`Cc1nn(-c2nc3c(c(=O)n(CCN4CCCCC4)c(=O)n3C)n2C(C)C)c(C)c1C` @ KDM5B inh = 12%

Additional entries.
Compound | KDM5B inh
O=C(NCc1ccccc1F)c1ccccc1-c1ccccc1 | -15%
COC(OC)c1ccc(C#N)c(SCc2ccccc2)n1 | 0%
CC(Sc1nc(=O)cc(N)n1CCc1ccccc1)C(=O)Nc1ccc(Cl)cc1 (stereo not drawn) | -8%
COc1cccc(C(=O)N2CCCN(c3cc(-c4ccc(Cl)cc4)[nH]n3)CC2)c1 | ?
Cc1csc(CCNC(=O)C[C@H]2NC(=O)c3ccccc3NC2=O)n1 | 0%
C=CCN1CC2(CCC1=O)CCN(C(=O)CC1CCCCN1C)CC2 (stereo not drawn) | -18%
CN1CCC(NC(=O)c2nc3nc(-c4ccccc4)c(-c4cccc(O)c4)cc3n2C)CC1 | ?
CCOCCCNc1oc(-c2ccc(S(=O)(=O)N3CCC(C)CC3)cc2)nc1C#N | -21%
CN1c2cc(C(=O)NCCc3ccccc3)ccc2C(=O)N2CCCCC21 (stereo not drawn) | ?
COc1ccc(CNC(=O)[C@H]2CNC[C@H](C(=O)N3CCCC3)C2)c(F)c1F | 84%[activator]
Cc1cccc(NC(=O)CC23CC4CC(CC(C4)C2)C3)c1C | -10%
COc1cc(OC)c(OC)cc1/C=C/c1nc2cc3ccccc3cc2c(=O)n1-c1ccc(F)cc1F | -21%
O=C1CC(c2ccccc2Cl)Cc2c1cnn2-c1nc2ccccc2[nH]1 (stereo not drawn) | -6%
COc1ccc(C)c2sc(N(Cc3cccnc3)C(=O)C3=COCCO3)nc12 | 3%
Nc1ccc2oc(-c3ccc4ccccc4c3)nc2c1 | -4%
Cc1ccccc1OCCC(=O)Nc1ccc(N2CCOCC2)cc1 | 0%
CCN(CC)CCNc1ncnc2c1cnn2-c1cc(Cl)ccc1C | ?
Cc1ncsc1C(=O)N1CC(CNC(=O)C2CCOCC2)C2(C1)CN(c1ccccc1)C2 (stereo not drawn) | -17%
COc1ccc(C[C@H](NC(=O)C2=C[C@@H](NC(=O)c3cccc(F)c3)[C@@H](O)[C@H](O)C2)C(N)=O)cc1 | 14%
CCOc1cccc2cc(-c3csc(Nc4cccc(C(F)(F)F)c4)n3)c(=O)oc12 | -11%
Cc1cc(C(=O)N2C[C@@H](CO)[C@H](c3ccccn3)C2)no1 | 13%
COc1ccc(C2Cn3nnc(C(=O)N4CCC(C(=O)NC5CCCC5)CC4)c3CO2)cc1 (stereo not drawn) | -21%
O=C(NC1CCCCCC1)C(=O)N1CCN(C(=O)c2cc3ccccc3[nH]2)CC1 | -1%
CCOC(=O)c1ccc(N2C(=O)c3[nH]nc(-c4ccccc4)c3C2c2ccc(C(C)C)cc2)cc1 (stereo not drawn) | -25%
CC1CCCCN1S(=O)(=O)c1ccc(C(=O)Nc2ccc3ccccc3n2)cc1 (stereo not drawn) | ?
O=C(Nc1ccc(F)cc1)c1cccnc1Oc1ccccc1 | 40%[activator]
Cc1nc(CCNC(=O)C2CNCCO2)sc1C (stereo not drawn) | ?
CCCOc1ccc(CNC(=O)c2ccc(C)c(-n3c(C)nc4cccnc43)c2)cc1 | ?
Cc1noc(C)c1-c1cc2c(cc(C)n2CCN(C)C)c(-c2ccccc2O)n1 | 32µM*
c1ccc(-c2ccnc(NCCOc3cccc4cccnc34)n2)nc1 | 20µM*

In a second layout: results already given.
KDM5B inh	canonical_smiles
i	Cc1oc(-c2nc(C#N)c(N3CCCCC3)o2)cc1S(=O)(=O)N(C)C
-7%	O=C(Nc1ccc2cc[nH]c2c1)c1csc(NC2CC2)n1
0%	COc1cccc(C2=NS(=O)(=O)N(C)C(C(=O)NC3CCCC3)=C2)c1
-6%	CC1CCN(S(=O)(=O)c2ccc3c(c2)N(CC(=O)NCC(C)c2ccccc2)C(=O)CO3)CC1 (stereo not drawn)

Next part
Compound | KDM5B inh
Cc1cn2nc(C(=O)NCC(C)c3ccccc3)cc2c(N2CCSCC2)n1 (stereo not drawn) | ?
CN1CCC(OC2CCN(C(=O)c3cccc(Br)c3)CC2)CC1 | -9%
CCN(CC)C(=O)c1c(-c2ccccc2)c(-c2ccccc2)nn(C)c1=O | -20%
CN1CCOc2ccc(S(=O)(=O)NCc3ccc4c(c3)OCO4)cc21 | -14%
Clc1ccc(-c2cnc([C@@H]3COCCN3Cc3ccccn3)[nH]2)cc1 | -4%[86.2 µM]
O=C1NCCCCCCN(C(=O)NCCc2ccccc2)[C@H]2CCCC[C@@H]12 | -19%
CCc1ccccc1NC(=O)C1CCCN(c2cnccn2)C1 (stereo not drawn) | ?
COc1ccc(N=C2SCC(=O)N2CCc2ccc(OC)c(OC)c2)cc1 | 2%
COc1cccc(OCc2cc(=O)n3cc(C)sc3n2)c1 | ?
Cc1c(Cl)cccc1NC(=O)CCN=C1NS(=O)(=O)c2ccccc21 | 15%
COc1cccc(/C=C/C(=O)c2cccc(O)c2)c1 | ?
Cc1ccc(CN2CCc3ncc(C(=O)NCCOc4ccccc4)n3CC2)o1 | -8%[86.2 µM]
CCC(C)Cc1c(C)sc2nc(CNc3cccc(C)c3)[nH]c(=O)c12 (stereo not drawn) | 15%
COc1cccc(S(=O)(=O)N2CCn3nnc(CCC(=O)NC4CC4)c3C2)c1 | -20%
O=C(NCc1ccncc1)[C@@H]1C[C@@H](c2ccc(F)cc2)N([S+](=O)([O-])c2cccnc2)C1 | ?
O=C(CCc1ccccc1)N1CCCC2(C1)Nc1cccnc1NC2=NC1CCCC1 (stereo not drawn) | 25µM*
CC(=O)N1CCCc2cc(S(=O)(=O)N3CCCCC3)ccc21 | 20%
Cc1cccc(SCC(=O)Nc2ccc3c(c2)OCCO3)c1 | -18%
Cc1cc(C)c2c(=O)n(CC(=O)Nc3ccccc3)c(=O)n(-c3ccccc3)c2n1 | 14%
O=C1COc2ccc(S(=O)(=O)NCc3ccccc3)cc2N1 | -10%
O=C(c1ccc(Cl)cc1)c1cn(Cc2ccccc2)c2cc3c(cc2c1=O)OCCO3 | ?
COc1ccc(-c2ccc3c(N)c(C(=O)Nc4cc(F)ccc4C)sc3n2)cc1 | ?
O=c1n(-c2ccc(C(F)(F)F)cc2)nc2n1CCN(S(=O)(=O)c1cccs1)C2 | -6%
CC(C)CCN1CCC2(CC1)COc1ccccc1[S+](=O)([O-])N2 | ?
COc1ccc(C(=O)N2CCc3nc(C(C)C)nc(-c4ccc(OC)cc4)c3C2)cc1 | 6%
CCCCNC(=O)CCCN1C(=O)c2cccnc2Sc2ccccc21 | 3%
CN(C)CCOCC1(C)COc2ccc(C(=O)Nc3cccc(Cl)c3)cc2N1 (stereo not drawn) | 35µM*
COc1cccc(NC(=O)c2ccc3[nH]c(C)cc(=O)c3c2)c1 | -1%
COc1ccccc1-c1nc(S(=O)(=O)c2ccc3c(c2)OCCO3)c(N2CCCC2)o1 | ?
COc1ccccc1CN1CC(C(=O)NCc2ccncc2)C2(CCOCC2)C1 (stereo not drawn) | -15%
C[S+](=O)([O-])N1C2CCC1CN(c1ccc(C(F)(F)F)cc1)C2 | 14%[149 µM]

Not all compounds are listed; count on the stated rates, not on these rows.
